hcGAS lum = Primary biochemical luminescence assay for human cyclic GMP-AMP synthase inhibitors. inhibition, % at 12.5 µM. 0.081% of 290,000 active. recombinant h-cGAS, ATP depletion, Kinase-Glo luminescence;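 note: 0% = vehicle reaction and 100% = reaction without DNA for no activity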
Target sequence (Q8N884 whole entry, looked up): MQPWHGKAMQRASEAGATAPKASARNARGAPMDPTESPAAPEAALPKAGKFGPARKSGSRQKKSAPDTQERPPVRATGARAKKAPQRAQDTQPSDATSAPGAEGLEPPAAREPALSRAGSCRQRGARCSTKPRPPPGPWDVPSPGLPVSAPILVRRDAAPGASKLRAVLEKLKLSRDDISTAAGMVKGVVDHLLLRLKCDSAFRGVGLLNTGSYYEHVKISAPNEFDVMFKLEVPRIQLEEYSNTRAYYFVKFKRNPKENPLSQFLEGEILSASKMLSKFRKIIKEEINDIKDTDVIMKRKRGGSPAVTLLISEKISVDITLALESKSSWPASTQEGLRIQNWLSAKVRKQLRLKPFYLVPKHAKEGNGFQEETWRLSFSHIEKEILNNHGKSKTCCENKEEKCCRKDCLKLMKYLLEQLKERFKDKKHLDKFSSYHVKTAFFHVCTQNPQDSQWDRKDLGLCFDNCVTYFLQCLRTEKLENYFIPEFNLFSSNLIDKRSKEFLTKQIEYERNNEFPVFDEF
mcGAS inh = cyclic GMP-AMP synthase inhibitors, mouse, primary biochemical chemiluminescence | Q8C6L5 | recombinant cGAS, Kinase-Glo ATP depletion luminescence | inhibition, % at 12.5 µM | 0.15% of 160,000 active | AID 1259399, 2018;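 note: 0% = negative control wells and 100% = reference inhibitor with no enzyme activity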
NPYLR7 agonist = agonists of mosquito NPYLR7 receptor, primary screen, cell-based, Aedes aegypti, calcium fluorescence, mosquito biting behavior; HEK293T NPYLR7/Galpha15, GCaMP6s calcium fluorescence; activation, % at 10 µM; 0.15% of 270,000 active; AID 1259423, 2018; in the data active = activation above about 40%;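 note: 0% = vehicle and 100% = reference agonist at the receptor; some compounds past the cut are filed as inactive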
Numbers without * were called inactive; / = not tested or not shown; & = joins results of further samples. Cut-off read from the data, not from the text of the source, unless noted: active = inhibition above about 40%; inactive = the rest.

Values run as follows: NPYLR7 agonist, mcGAS inh, hcGAS lum
NC(=O)C1CCN(C(c2ccccc2Cl)C2Sc3nc(-c4ccco4)nn3C2=O)CC1 (stereo unspecified)
    0, -5, -4
Cc1c(CCC#N)c(=O)n2c([nH]c3ccccc32)c1C#N
    2, /, -7
Cn1cc(C(=O)N2CCN(C3CCCC3O)CC2)c(C(F)(F)F)n1 (stereo unspecified)
    5, -6, -5
CCOCCn1c(=O)c2c(nc3n2CCN3c2ccc(C)c(Cl)c2)n(C)c1=O
    12, /, -2
C#CCNC(=O)CN(C)Cc1ccc(F)cc1F
    -4, /, -12
CCOC(=O)c1nc2cc(C)c(C)cc2nc1N1CCN(C(=O)[C@H](C)OC(C)=O)CC1
    4, -7, -7
CCOC(=O)C1CCN(C(c2ccc(C(F)(F)F)cc2)C2Sc3nc(CC)nn3C2=O)CC1 (stereo unspecified)
    -3, -6, -6
CC(C(=O)NC1CCCCC1)S(=O)Cc1cccc(F)c1 (stereo unspecified)
    -3, /, -7
CCOC(=O)c1cnc(-c2ccc(C(F)(F)F)cc2)nc1NCCc1cccc(OC)c1
    3, -5, -4
CCc1c(O)n(-c2ccccc2C)c(=S)[nH]c1=O
    17, -15, -8

Carrying on:
Values run as follows: NPYLR7 agonist, mcGAS inh, hcGAS lum
Cc1ccccc1-n1c(Cc2ccccc2)nnc1SCc1ccc(C(=O)NC2CC2)cc1
    3, -8, -1
N#CCCN(CCC#N)C(=O)COC(=O)C1CCN(c2cccc(OC(F)(F)F)c2)C1=O (stereo unspecified)
    0, /, -8
CCc1ccccc1NC(=O)c1sccc1S(=O)(=O)N1CCCCC1
    7, -8, -3
O=C(C1CC1)N1CCN(Cn2c(=O)oc3ccccc32)CC1
    1, -6, -12
CN1CCc2ccccc2C2(CCC(=O)CC2)C1=O
    19, /, 0
COc1cccc(CC(=O)N2CCC(c3cc(C(C)C)n[nH]3)CC2)c1
    1, /, -7
Cc1ccccc1C(c1ncccc1C)N(C)C(=O)C1CCN(CCc2ccc(F)cc2)CC1 (stereo unspecified)
    1, /, 6
CN1CCN(C)C2(CCN(C(=O)c3nn(C)c4ccccc34)CC2)C1
    -1, /, -2
O=C1C=CC(=O)N1c1ccc(F)cc1
    3, -7, -4
CC1CCC(N(C)C(=O)CN2CCCCC2C(=O)O)CC1 (stereo unspecified)
    -8, 3, -3

Seven entries from above, with bars between the fields.
SMILES | NPYLR7 agonist | mcGAS inh | hcGAS lum
Cc1ccccc1C(c1ncccc1C)N(C)C(=O)C1CCN(CCc2ccc(F)cc2)CC1 (stereo unspecified) | 1 | / | 6
O=C1C=CC(=O)N1c1ccc(F)cc1 | 3 | -7 | -4
CCOC(=O)C1CCN(C(c2ccc(C(F)(F)F)cc2)C2Sc3nc(CC)nn3C2=O)CC1 (stereo unspecified) | -3 | -6 | -6
CN1CCc2ccccc2C2(CCC(=O)CC2)C1=O | 19 | / | 0
CC1CCC(N(C)C(=O)CN2CCCCC2C(=O)O)CC1 (stereo unspecified) | -8 | 3 | -3
C#CCNC(=O)CN(C)Cc1ccc(F)cc1F | -4 | / | -12
Cc1c(CCC#N)c(=O)n2c([nH]c3ccccc32)c1C#N | 2 | / | -7

(list continues)
Values run as follows: NPYLR7 agonist, mcGAS inh, hcGAS lum
CCn1ccnc1CN1CCCC(N(C)CCc2ccccc2)C1 (stereo unspecified)
    3, /, -10
Cc1occc1C(=O)N1CCC(n2nccc2NC(=O)c2cccc(F)c2)CC1
    -3, /, -7
CC(C)(C)c1[nH][nH]c(=O)c1CCC#N
    -2, -16, -7
COC(=O)Nc1nc2cc3c(cc2s1)OCCO3
    -1, 1, 2
CC(c1ccccn1)N(C)Cc1nc2ccccc2n1C(C)C (stereo unspecified)
    1, /, -8
O=C(C1CCOC1)N1CCc2c(sc3[nH]c(=O)n(Cc4ccccc4)c(=O)c23)C1 (stereo unspecified)
    3, -6, -5
CS(=O)(=O)CCN1CCCC1C(=O)Nc1cc(Cl)cc(Cl)c1 (stereo unspecified)
    -1, -11, -5
Cc1ccc(C(=O)NCCc2nnc3ccc(NCc4ccc5c(c4)OCO5)nn23)cc1
    -3, -6, -5
CCOC(=O)C1(C)CCN1C(=O)c1cc(OC)ccc1Br (stereo unspecified)
    -2, /, -7
CC1CCCC(C)N1CCNC(=O)C1CCN(c2ncnc3c2nc2n3CCCCC2)CC1 (stereo unspecified)
    /, -5, -8

The list continues.
Values run as follows: NPYLR7 agonist, mcGAS inh, hcGAS lum
O=C(c1ccc(CSc2nc3cccc(Cl)c3o2)cc1)N1C2CCC1CC(Oc1cccc(C(F)(F)F)c1)C2 (stereo unspecified)
    -1, -5, -9
N#C/C(=C\Nc1cccc(Cl)c1)C(=O)NC(=O)c1ccccc1
    10, /, -2
Cc1ccc2cc(CN3CCC(O)(CO)CC3)c(=O)[nH]c2c1
    2, -6, 0
CCOc1ccc(-n2cc(-c3ccccc3)c3c(NCC(OC)OC)ncnc32)cc1
    3, -5, -5
CN(Cc1ccccc1)C(=O)C1(C)CCN1C(=O)Cc1ccccc1 (stereo unspecified)
    7, -7, -8
COC(=O)c1c(C)c(C(=O)C(C)N(Cc2ccc(F)cc2)C(=O)COc2ccc(Cl)cc2)c(C)n1C (stereo unspecified)
    -10, -5, -8
CCOc1ccc(S(=O)(=O)Nc2c(C)ccc(Cl)c2C(=O)O)cc1
    6, -14, -6
COC(=O)CCCC(=O)n1ccn(-c2ccccc2C)c1=O
    10, -4, -5
Cc1c(C)n2c3c(=O)n(CCN4CCCCC4)c(=O)n(C)c3nc2n1C1CCCCC1
    4, -3, -10
CN1CC2(CCCN(Cc3nc4ccccc4s3)C2)OC1=O (stereo unspecified)
    3, /, -7

Taken from above.
Reading for N#C/C(=C\Nc1cccc(Cl)c1)C(=O)NC(=O)c1ccccc1 under NPYLR7 agonist: 10
Reading for Cc1ccc2cc(CN3CCC(O)(CO)CC3)c(=O)[nH]c2c1 under mcGAS inh: -6

(more compounds)
Values run as follows: NPYLR7 agonist, mcGAS inh, hcGAS lum
CNC(=O)[C@@H]1C[C@H]2CN(CCOC)C(=O)c3cccc(c32)N1C(=O)C(C)C
    5, 1, 7
CC(C)c1cc(=O)n2c(n1)SCC2CC(=O)Nc1ccccc1-c1ccccc1 (stereo unspecified)
    -1, /, -3
Cc1ccc(Br)cc1NCN1C(=O)c2ccccc2C1=O
    2, /, -5
O=C(c1c(Cl)cc(Cl)cc1Cl)N1CCC(c2nc(-c3ccccc3F)no2)CC1
    5, -7, -10
Cc1occc1-c1nnc(SCC(=O)NCCc2ccccc2F)n1C
    5, -6, -2
COC(=O)CC(=O)N1CCC(Cc2ccc(C(F)(F)F)cc2)CC1
    5, -5, 1
CCCC(=O)OCC(O)CN(Cc1ccc(F)cc1)Cc1cccc(OC)c1 (stereo unspecified)
    18, -4, -3
Cc1cc(NC(=O)C2=C(O)c3ccccc3S(=O)(=O)N2C)no1
    -9&-2, -5, -2&-3
C=CCOC(CN1CCN(C(=O)c2ccccc2Cl)CC1)c1cccc(OC)c1 (stereo unspecified)
    /, -7, -10
CCc1cccc2c(C(CC(=O)O)c3cccc4c3OCO4)c[nH]c12 (stereo unspecified)
    1, /, -3

Remaining list, next part.
Values run as follows: NPYLR7 agonist, mcGAS inh, hcGAS lum
CCc1ccc(C(=O)Nc2ccc(F)cn2)cc1S(=O)(=O)N1CCOCC1
    -2, -14, -9
Cc1cccnc1CN1CCN(CC(C)(C)CN2CCOCC2)CC1
    -4, /, -2
Cc1cccc(CN2CCCC(O)(CN3CCCC3)C2=O)c1 (stereo unspecified)
    2, /, -9
O=C(O)c1ccc(NC(=O)[C@H](Cc2ccc(O)cc2)NC(=O)c2ccccc2)cc1
    -3, -11, -9
COc1ccc(-c2csc(=Nc3cccc(C(C)=O)c3)n2NC(=O)CNc2ncc(C(F)(F)F)cc2Cl)cc1
    1, -3, -7
Cc1ccc(-c2noc(Cn3c(=O)cnc4ccccc43)n2)cc1
    -3, /, 5
Cc1cc(CN2CCCC2)cc(Oc2nc(C)cnc2C)c1
    9, /, -9
CCCCN(C)c1c(CC)nc2ccc(C(=O)NC3CCN(C)CC3)cn12
    0, -7, -4
O=C1Nc2ccc([N+](=O)[O-])cc2C1=Nn1cnnc1
    3, -4, -4
O=C(O)COCCN1CCN(C(c2ccccc2)c2ccc(Cl)cc2)CC1 (stereo unspecified)
    7&-1&2&-3, /, -5&0&-2&-5

Next records.
Values run as follows: NPYLR7 agonist, mcGAS inh, hcGAS lum
COc1ccc(CC(=O)NN=C2CC(=O)CC(C)(C)C2)cc1
    2, /, -3
CN(C(=O)CCc1ccc(S(=O)(=O)N2CCCCC2)cc1)c1ccccc1
    0, -5, -2
Cc1cc(=O)n2nc(N3CCCC(C(=O)NC(C)C)C3)sc2n1 (stereo unspecified)
    7, -4, -9
NC(=O)C(F)(F)S(=O)(=O)OCC(F)(F)C(F)F
    9, -3, -3
CSc1ncc(CN2CCC(CCC(=O)Nc3ccc4c(c3)OCCO4)CC2)cn1
    14, /, -8
O=C(O)c1cc(-c2ccc(O)cc2)nc2nc(-c3ccccc3)[nH]c12
    -1, -1, 6
CCN(CC)S(=O)(=O)c1ccc2c(c1)nc(SCc1cc(OC)c(OC)cc1F)n2Cc1ccco1
    -3, 2, 2
O=S(=O)(Nc1ccc(-n2cnnn2)cc1)C1CCCCC1O (stereo unspecified)
    -6, -16, -10
CC(=O)Nc1ccc(C2=NOC(C)(C)C(=O)N2Cc2c(C)noc2C)cc1
    -1, /, -2
Cc1ccc(-c2cnc(-n3cnnc3)c(C)c2)c(-n2cccn2)c1
    1, /, -8

Next part:
Values run as follows: NPYLR7 agonist, mcGAS inh, hcGAS lum
CCOC(=O)C1(C/C=C/c2ccccc2)CCCN(Cc2cccn2-c2ncccn2)C1 (stereo unspecified)
    2, -9, -7
O=C(Nc1ncnc2c1CCC2)c1cc2ccccc2o1
    6, /, -7
c1ccc(NCCn2cnc(-c3ccccc3)c2C2CCOC2)cc1 (stereo unspecified)
    -1, /, -1
CCCCc1c(C)nc2ccccc2c1SCCC(=O)O
    -16, /, 5
O=[N+]([O-])c1cccc(OCCn2cnc3ccccc32)c1
    -6, /, 0
Cc1cc(C)c(C)c(OS(=O)(=O)c2c[nH]c(C(=O)N3CCCC3)c2)c1
    -1, -2, 5
CCCSc1ncccc1C(=O)N[C@H](CO)Cc1ccccc1
    -3, -5, -6
CCc1ncc2c(n1)CN(C(=O)c1coc3c1C(=O)CCC3)C2
    -4, -12, -3
CCNC(=O)N(C)c1c(CC)nc2ccc(C(=O)N3CCN(C(C)=O)CC3)cn12
    -2, -4, -4
Cc1nc2ccccc2nc1SC(C)C(=O)NCC(C)C (stereo unspecified)
    3, -16, -6

The listing continues.
Values run as follows: NPYLR7 agonist, mcGAS inh, hcGAS lum
O=C(NC(C(=O)O)C12CC3CC(CC(C3)C1)C2)c1cccs1 (stereo unspecified)
    -2, 7, 2
COc1ccc(-c2cc(C(=O)N3CCOCC3)c(C)n2-c2ccc(C)cc2)cc1
    5, -6, -9
CN(C)c1cc(Cl)nc(SCc2ccc(C(=O)N3CCC(Cc4ccccc4)CC3)cc2)n1
    19, -7, -9
CCOc1cn(C)c(C(=O)NCc2ccccc2)cc1=O
    -4, /, -12
Cc1cc(C)c(Cn2ccnc2CNCCN2CCOCC2)c(C)c1
    2, -3, -2
CCc1ccc(OCC(O)Cn2c(=O)c(C#N)cn(CC)c2=O)cc1 (stereo unspecified)
    -2, -13, -8
Nc1ccnc(N2CCC(CO)(CCCc3ccccc3)CC2)n1
    3, /, -8
C=CCn1c(=O)c2c3c(sc2n2c(Nc4ccccc4)nnc12)CCCC3
    -1, -8, -6
CNC(=O)C1CCN(Cn2nc(-c3cccs3)oc2=O)CC1
    12, -7, -6
Cc1ccc(-n2c(SCc3ccccc3)nnc2C(Cc2ccccc2)NC(=O)c2ccc(Cl)c([N+](=O)[O-])c2)cc1 (stereo unspecified)
    2, -3, 2

The list continues:
Values run as follows: NPYLR7 agonist, mcGAS inh, hcGAS lum
CCCCCCOCCOCCOC(=O)NCCCn1cccn1
    -5, -7, -4
CCCCCCCCCCCC(=O)Nc1ccc(N2CCC(C)CC2)c(C(=O)NC2CC2)c1
    -4, -7, -10
O=C(CCN1CCCCCCC1)NCCN1CCNC1=O
    0, -8, -2
COc1ccc(CCn2c(-c3ccc(OC)c(OC)c3OC)nc3cc(Cl)ccc3c2=O)cc1
    5, -7, -9
CC(C)NC(=O)CN1CCN(c2cc(Oc3ccc(F)c(F)c3)ncn2)CC1
    -16, -3, 2
COc1cccc(Nc2nc(C(N)c3ccccc3)cs2)n1 (stereo unspecified)
    -3, -6, -2
CC(=O)N1C[C@H](Oc2ccccn2)[C@@H]2C[C@H]1Cc1sc(N)nc12
    -1, -4, -8
OC1CCC(c2nc(CCc3ccccc3)nn2-c2ccccn2)CC1 (stereo unspecified)
    -5, -10, -4
COc1cccc(CC(=O)N2CCN(c3ncccc3NC(=O)c3ccc4c(c3)OCO4)CC2)c1
    3, -7, -4
CCOC(=O)c1cccnc1Oc1cccc(NC(=O)C2CC[C@@H]3CCC[C@H]23)c1 (stereo partly specified)
    -13, -5, -9
COc1ccc(CCNC(=O)N2CCN3CCN(C)CC3C2)cc1 (stereo unspecified)
    0, -13, -1
COc1ccc(-c2nc(CN3CCC(Oc4cccc(Cl)c4)CC3)c(C)o2)cc1OC
    6, -12, -9

Compound activity: PubChem BioAssay, Fisher Drug Discovery Resource Center
